TcdB inh: inhibitors of Clostridioides difficile toxin B glycohydrolase. actives 0.24% (n = 350,000). TcdB glycohydrolase enzymatic assay, plate reader. inhibition, % at 9.99 µM; in the data active = inhibition above about 10%
Y pestis TopoI: inhibitors of Yersinia pestis topoisomerase I; Y. pestis Topo-I cleavage product accumulation, plate reader; actives 0.064% (n = 360,000); activity, % at 10 µM; in the data active = activity above about 50%, passing the limit was not always enough; inconclusive = no clear call, values can overlap the other calls; note: inactives centre near 2
3CLpro inhibitor: SARS-CoV 3CLpro protease inhibition; recombinant SARS-CoV 3CLpro, quenched FRET peptide cleavage; inhibition, % at 6 µM; P0C6X7; actives 0.14% (n = 290,000); in the data active = inhibition above about 12%
MazEF act: increases E. coli MazEF RNase cleavage of RNA; P0AE70; FAM/BHQ RNA-DNA oligo cleavage fluorescence, 5 h; activation, % at 20 µM; actives 0.32% (n = 350,000); AID 504720; in the data active = activation above about 50%
Anthrax LF inh2: inhibitors of Bacillus anthracis lethal factor protease; P15917; multiplex microsphere protease cleavage assay, LF; inhibition, % at 10 µM; actives 0.12% (n = 360,000); in the data active = inhibition above about 30%; inconclusive = no clear call, values can overlap the other calls; note: plate controls were buffer without enzyme for full effect and enzyme alone for no effect
BH1578 lux ind: quorum light induction in luxS cqsA deficient V. cholerae | V. cholerae BH1578 lux reporter, luminescence, 6 h | activation, % at 18.7 µM | actives 0.16% (n = 350,000) | AID 588436; in the data active = activation mostly above about 9.7%, no sharp cut-off; inconclusive = no clear call, values can overlap the other calls; inactive = mostly below about 3.7%; note: not every result past the cut was called active; inactives centre near 0; reference of the scale not given here
Rv3671c inh: Rv3671c (M. tuberculosis) protease inhibition; actives 0.048% (n = 320,000); inhibition, % at 5.96 µM; P9WHR9; AID 2606; in the data active = inhibition above about 38%;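 note: extracellular domain of Rv3671c used as enzyme; 0% = enzyme with DMSO and 100% = no enzyme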
SSB-PriA inh: inhibitors of Klebsiella pneumoniae PriA binding to SSB C-terminal tail. AlphaScreen SSBct-PriA binding, biotinylated peptide. inhibition, % at 33 µM. actives 0.6% (n = 430,000). AID 1272365; in the data active = inhibition mostly above about 37%, no sharp cut-off; inactive = mostly below about 20%;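 note: plate controls were negative control peptide for no effect and reference peptide for full effect; strong numbers were not always called active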
VHR inh abs: blocks human VHR1 dual specificity phosphatase | recombinant VHR phosphatase, pNPP absorbance | P51452 | actives 0.52% (n = 290,000) | inhibition, % at 13.3 µM; in the data active = inhibition above about 50%; note: some compounds called inactive have numbers as strong as hits
PfHsp40 yeast: compounds rescuing yeast from Plasmodium falciparum HSP40 toxicity; actives 0.68% (n = 340,000); S. cerevisiae expressing PfHsp40, growth rescue, ATP luminescence; growth rescue, % at 12.5 µM; in the data active = growth rescue above about 28%, passing the limit was not always enough; inconclusive = no clear call, values can overlap the other calls;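 note: yeast W303a lacking pdr1 and pdr3 grown in galactose medium; growth measured after three days at 30 °C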
The depositor's hits bear a star; i = inactive; ? = inconclusive; / = no result given; & = joins results of further samples.

Preview (two entries):
SMILES	TcdB inh	Y pestis TopoI	3CLpro inhibitor	MazEF act	Anthrax LF inh2	BH1578 lux ind	Rv3671c inh	SSB-PriA inh	VHR inh abs	PfHsp40 yeast
O=S(=O)(c1ccc(-c2cn3ccccc3n2)cc1)N1CCOCC1	/	-3.4	-3.7	1.4	1.2	i	-2.9	-21.6	31.5	1.5
CC(=O)c1cccc(NC(=O)Nc2cccnc2)c1	/	1.8	-0.2	1.2	-4.2	-5.4	-1.1	-7.4	22.3	0.8

All compounds of this part, repeating the preview:
SMILES	TcdB inh	Y pestis TopoI	3CLpro inhibitor	MazEF act	Anthrax LF inh2	BH1578 lux ind	Rv3671c inh	SSB-PriA inh	VHR inh abs	PfHsp40 yeast
O=S(=O)(c1ccc(-c2cn3ccccc3n2)cc1)N1CCOCC1	/	-3.4	-3.7	1.4	1.2	i	-2.9	-21.6	31.5	1.5
CC(=O)c1cccc(NC(=O)Nc2cccnc2)c1	/	1.8	-0.2	1.2	-4.2	-5.4	-1.1	-7.4	22.3	0.8
CC(C)(O)CC[C@@H](O)[C@](C)(O)[C@H]1CC[C@@]2(O)C3=CC(=O)[C@@H]4C[C@@H](O)[C@@H](O)C[C@]4(C)[C@H]3CC[C@]12C	1.2	1.5	2.2	2.5	-0.1	i	-10.6	/	10.0	-0.2
Cc1ccc(-c2nc3ccccc3c(=O)n2-c2cccc(O)c2)cc1	1.1	3.6	-3.4	-5.1	-0.9	-0.3	-15.2	6.8	19.7	-0.7
NC(=O)Nc1cccc(C(F)(F)F)c1	/	5.4	-2.6	-3.8	-8.6	-1.8	6.1	-19.2	8.3	-0.7
Cc1ccc(CCNC(=O)C2CCCN(S(=O)(=O)c3cccc4nsnc34)C2)cc1 (stereo not given)	/	8.9	-6.9	-21.1	-0.4	-0.8	4.9	-21.6	1.6	0.3
O=C(c1ccccc1Sc1ccccc1[N+](=O)[O-])N1CCCCC1	4.8	7.5	5.2	5.2	-7.2	0.9	-1.0	-1.2	-27.5	-1.9
O=C1c2ccccc2C(=O)N1CCCn1nnc(-c2ccc(N3CCOCC3)cc2)n1	/	2.2	-6.0	0.4	-3.1	-0.1	-3.1	-9.2	29.1	0.3
Cc1ccc(C)c(C(=O)COC(=O)c2cc(S(=O)(=O)N3CCOCC3)ccc2F)c1	1.1	33.9	/	4.0	-2.6	-0.8	/	/	/	/
O=C1CCc2cc(S(=O)(=O)N3CCC(C(=O)Nc4nccs4)CC3)ccc2N1	1.0	2.0	-6.3	14.9	-13.3	-0.1	-3.5	2.3	7.8	2.6
COc1ccc(S(=O)(=O)N2CCC3(CC2)OCCN3S(=O)(=O)c2ccc(C)cc2)cc1OC	-3.8	20.8	/	0.7	?	i	-2.4	-2.3	/	0.0
COc1ccccc1C(=O)NCCN1CCN(C(=O)c2ccccc2OC)CC1	/	-4.7	0.1	2.9	2.8	-3.2	-0.4	1.0	2.9	-0.1
Cc1ccccc1-c1noc(-c2ccc(O)cc2)n1	1.7	-1.6	5.0	4.0	-1.2	i	-24.6	-17.1	8.2	128.7*
CC(C)/C=N/NC(=O)c1cc(Br)ccc1O	/	0.1	1.8	3.8	-0.9	-0.3	3.5	/	1.3	0.6
CCOC(=O)c1ccccc1NC(=O)Cc1ccccc1OC	/	1.1	4.5	-8.1	1.3	i	-1.2	-10.3	26.4	-0.3
Cc1ccc(/C=N/n2c(C3CCCCC3)n[nH]c2=S)s1	/	7.2	0.5	6.1	-0.7	-0.3	-2.9	/	-4.4	0.8
CC(=O)N1C(=O)/C(=C2\SC(=S)N(NC(=O)c3ccc(O)cc3)C2=O)c2ccccc21	1.5	-28.8	0.5	4.8	11.7	-0.4	-21.0	-4.8	16.6	-0.6
CC(=O)Nc1ccc(S(=O)(=O)NCCC(=O)N2CCc3ccccc32)cc1	-0.3	1.7	7.3	-4.7	-1.6	-0.3	1.9	-1.5	1.4	-1.0
Cc1cnc(C(=O)OCC(=O)Nc2cc(-c3cc(C)c(C)cc3C)nn2-c2ccccc2)cn1	-0.7	14.9	/	2.0	-0.3	i	1.3	-5.6	/	-0.2
Cc1cc(C(=O)N2CCC(C)(C(=O)NS(=O)(=O)C3CC3)C2)n(C(C)(C)C)n1 (stereo not given)	-0.4	6.7	/	/	-5.1	-0.2	/	/	/	/
Cc1cc(NC(=O)c2ccc(F)c(S(=O)(=O)N3CCCCC3)c2)no1	1.1	0.4	0.1	7.0	-2.5	i	/	-0.8	29.0	-1.6
CC1(c2ccccc2)NC(=O)N(CC(=O)NNC(=O)c2cccc(Cl)c2)C1=O (stereo not given)	-0.1	-5.9	/	-7.8	-4.0	i	-0.6	4.0	/	-1.5
COC(=O)c1c(NC(=O)C2COc3ccccc3O2)sc2c1CCN(C(C)=O)C2 (stereo not given)	/	3.4	1.9	-4.5	-1.3	i	-14.7	3.2	-5.5	1.1
Cc1cccn2c(=O)c3cc(C(=O)NC4CCCCC4C)n(C)c3nc12 (stereo not given)	0.7	1.1	-5.1	-2.3	-1.2	-0.3	5.2	-8.8	9.1	4.2
C=CCn1c(CCC)nc2ccccc21	-0.5	8.9	-1.1	-3.1	-0.2	-0.3	3.4	-24.3	-6.0	-0.9
C#CCN1CCN(c2cccc(C(F)(F)F)c2)CC1	0.1	4.2	3.6	3.4	7.0	i	6.2	1.5	15.2	0.4
N=c1c2c3c(sc2ncn1CCN1CCOCC1)CCCCC3	/	3.1	0.8	6.5	-2.9	2.9	0.5	-2.3	4.2	1.4
CCCc1ccc(S(=O)(=O)N2CCN(Cc3ccco3)CC2)cc1	2.6	24.0	2.0	-7.3	-2.6	i	-0.8	-21.2	16.7	0.3
COc1ccc(OC)c(NC(=O)CN(Cc2ccc(F)cc2)C2CCCCC2)c1	0.0	36.4	-8.2	-0.4	-1.2	-0.5	-7.8	8.3	26.3	0.1
CC(C)OC(=O)CSc1nnc(Cc2ccccc2)n1C	/	-4.5	1.2	2.2	-0.8	i	-0.6	-2.2	0.3	-1.6
COc1ccc(OCCn2c(C)c(/C=N/n3cnnc3)c3ccccc32)cc1	/	29.7	-0.5	25.8	-5.3	0.4	1.3	/	21.4	5.2
CCOc1ncccc1C(=O)OCC(=O)Nc1c(C)cc(C)cc1C	/	-0.2	-2.6	-16.0	6.0	i	-4.0	-19.5	-12.2	3.5
Cc1cc(NC(=O)CSc2nc3c(C)cccc3cc2C)no1	0.8	5.7	-8.8	10.0	7.6	-1.3	-12.0	8.1	-37.3	-0.1
CCCCn1c(NCc2ccc(N(C)C)cc2)nc2ccccc21	-3.6	8.1	3.1	10.1	8.6	-0.2	-0.2	46.1	-13.4	0.2
Cc1cccc(-n2c(O)c(C=NCCN3CCCCC3)c(=O)[nH]c2=O)c1	0.5	9.6	-0.6	-7.3	13.8	-0.2	-6.5	5.0	21.3	-0.9
CC1CCCC(NC(=O)CN(C)S(=O)(=O)c2cccc3cccnc23)C1C (stereo not given)	1.5	8.8	-1.2	4.7	-6.6	-0.5	-6.7	4.8	17.0	-0.8
COc1ccc(S(=O)(=O)N2CCC(C(=O)NCCC(=O)NCc3cccc(OC)c3)CC2)cc1	-0.1	5.2	-1.9	4.1	0.4	-0.5	-1.8	-6.4	5.5	-1.6
CCOc1cc(C(=O)N2CCN(c3ccccc3)CC2)cc(OCC)c1OCC	/	15.6	5.0	-0.3	-4.7	-4.7	-2.5	-14.7	-8.7	1.3
Cc1noc(NS(=O)(=O)c2ccc(NC(=O)/C=C/c3ccccc3)cc2)c1C	-0.7	1.7	/	1.4	3.0	0.7	5.7	-1.7	/	-0.2
CCOC(=O)c1ccc(NC(=O)NCc2ccccc2OC)cc1	1.6	0.7	-3.4	0.4	-0.1	-0.3	-3.4	-17.2	17.5	0.9
CCOc1ccc(-c2nc(CSc3nnc(C)s3)cs2)cc1OC	/	32.3	5.2	-2.7	0.3	-0.5	-2.8	-2.9	-8.0	-0.4
CCn1c(=O)cc(SCC(=O)Nc2ccc(C)cn2)c2ccccc21	1.4	5.5	3.2	2.3	-1.5	-0.2	-6.4	-11.8	24.3	?
Cc1cccc(/C(N)=N/OC(=O)CCCc2ccccc2)c1	1.3	25.9	-6.8	-2.4	2.6	-3.9	-9.4	/	26.5	23.7
O=C(CCCNS(=O)(=O)c1ccc(F)cc1)Nc1ccc(F)cc1	0.5	0.3	-0.7	12.1	-2.7	0.8	-10.5	-14.6	-8.1	-1.1
Nc1nnc(-c2ccccc2[N+](=O)[O-])o1	-1.7	4.3	4.0	8.5	-2.2	-0.2	5.2	-2.2	19.7	-0.2
Cc1cccc(CSc2ccc(S(=O)(=O)N3CCCC3)cn2)c1	0.4	14.6	/	-1.8	2.6	-1.3	-7.5	-60.2	/	2.0
Nc1c(S(=O)(=O)c2cccs2)c2nc3ccccc3nc2n1CC1CCCO1 (stereo not given)	1.3	2.1	-0.6	4.1	0.7	-0.2	-2.1	0.8	15.5	0.1
NC(=O)Nc1ccccc1C(=O)Nc1ccc2ccccc2c1	0.0	-2.2	-0.9	3.3	/	0.0	0.4	-8.3	13.9	0.2
Cc1ccc(OCc2nnc(NC(=O)c3ccco3)s2)cc1	/	-4.4	-0.2	-3.1	-6.5	i	-9.1	3.3	26.9	0.3
COc1ccc2c(c1)C(=O)c1ccccc1CO2	/	5.1	2.8	3.5	-2.3	i	-7.9	-6.3	19.6	-0.7
O=C(CSc1c[nH]c2ccccc12)NCC1CCCO1 (stereo not given)	0.3	28.1	0.5	1.3	-6.9	-1.0	6.1	0.0&-1.8	-1.9	-0.9
O=C(CN1CCN(c2ccccc2O)CC1)Nc1ccc2c(c1)CCC2	/	25.2	-1.7	2.1	0.4	-0.3	-1.1	6.2	-3.9	-1.3
CN(CC(=O)Nc1ccccc1C(F)(F)F)C(=O)C1=COCCO1	2.9	2.0	/	-6.2	1.5	-0.5	10.5	-5.4	/	0.3
CCCC(=O)N1CCCC1(C)C(=O)Nc1ccc(C)c(C)c1 (stereo not given)	0.5	0.7	/	/	-2.2	0.7	/	/	/	/
CCc1ccc(NC(=O)c2ccc(F)c(S(=O)(=O)N(CC)c3ccccc3)c2)cc1	/	3.7	4.2	5.8	-1.6	1.8	-1.5	-13.0	16.4	0.0
Cc1nc(COC(=O)c2ccc(CO)cc2)cs1	/	-3.3	-1.4	-7.3	-3.3	i	-2.9	9.4	32.0	0.8
NC(=O)c1ccc(Nc2nc(C(N)c3ccccc3Cl)cs2)cc1 (stereo not given)	1.0	-0.7	/	/	-3.1	4.5	/	/	/	/
CC(NC(=O)CSc1ncccc1C(=O)O)C1CC2CCC1C2 (stereo not given)	-3.0	0.9	-0.4	-4.6	-8.7	-0.3	11.6	3.7	4.3	-0.4
O=c1[nH]c2c(cnn2-c2ccc(Cl)cc2)c(=O)n1-c1cccc(Cl)c1	-1.1	-5.8	5.0	-0.4	-9.4	i	5.2	-15.4	22.4	-1.3
CCOC(=O)c1cnn(-c2nc(OC)cc(OC)n2)c1C(F)(F)F	-0.7	-1.3	3.3	-6.4	-1.2	-0.6	-2.1	-30.7	-4.1	1.2
Cc1cc(C)nc(SCCCNCc2ccc(Br)cc2)n1	0.1	5.4	-7.3	11.1	-6.1	0.9	-15.3	-17.3	6.5	-0.3

Retrieved by structure from the list above, 3 records:
SMILES	TcdB inh	Y pestis TopoI	3CLpro inhibitor	MazEF act	Anthrax LF inh2	BH1578 lux ind	Rv3671c inh	SSB-PriA inh	VHR inh abs	PfHsp40 yeast
CCOc1ccc(-c2nc(CSc3nnc(C)s3)cs2)cc1OC	/	32.3	5.2	-2.7	0.3	-0.5	-2.8	-2.9	-8.0	-0.4
Cc1ccc(C)c(C(=O)COC(=O)c2cc(S(=O)(=O)N3CCOCC3)ccc2F)c1	1.1	33.9	/	4.0	-2.6	-0.8	/	/	/	/
CCOC(=O)c1ccc(NC(=O)NCc2ccccc2OC)cc1	1.6	0.7	-3.4	0.4	-0.1	-0.3	-3.4	-17.2	17.5	0.9

This is a subset, so the mix of outcomes need not match the whole.
